# Screening results deposited in PubChem by several laboratories.
# HPDE-C7 cytotoxicity: cytotoxicity in HPDE-C7 cells, cell-based, fluorescence, HTS (AID 430). HPDE-C7 pancreatic duct cells viability, fluorescence; higher % means a stronger effect. cytotoxicity, % at 10 µM, or EC50 in µM where a hit was titrated. 1.8% of 63,000 active;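 further: cells exposed to compound for 48 hours before viability readout; 0% = vehicle and 100% = reference cytotoxic drug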
# Bfl-1 inhibitors: Bfl-1 inhibitors, primary screen, biochemical, fluorescence polarization, FITC-Bid, mouse (AID 432) | FITC-Bid BH3 peptide fluorescence polarization displacement; higher % means a stronger effect | one-dose displacement, % at 20 µM; IC50 in µM for titrated hits | 0.02% of 64,000 active; in the data active means a potency from the dose series; inactive means the rest, 99 in 100 with displacement below about 15%; further: strong numbers were not always called active
# MK inhibit: blocks S. pneumoniae mevalonate kinase; AID 555; inhibition, % at 10 µM; 0.48% of 65,000 active; purified MK, PK/LDH-coupled NADH absorbance 340 nm;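 active means ranked among the strongest by inhibition in the single 10 µM screen, a fixed top-ranked set picked for dose follow-up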; further: no value below 0 was filed
# Alkaline phosphatase: inhibition of tissue-nonspecific alkaline phosphatase – biochemical, luminescent (AID 518); purified TNAP enzyme, luminescent substrate readout; higher % means a stronger effect; inhibition, % at 20 µM, or IC50 in µM where a hit was titrated; 0.09% of 64,000 active; in the data active means a potency from the dose series; inactive means the rest, 99 in 100 with inhibition below about 22%;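 further: plate controls were vehicle for no effect and reference inhibitor for full effect; many of its hits are not listed in these tables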
# DPM-DC inhibit: S. pneumoniae DPM-DC inhibition; purified DPM-DC, PK/LDH coupled NADH fluorescence; calls only at 10 µM; 0.49% of 65,000 active; AID 556;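 active means the 320 compounds with the highest percent inhibition in the single-dose primary screen, excluding strongly autofluorescent ones, cut at about 32% in these data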;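 further: kinetic rate of NADH fluorescence loss reporting ADP formed by the decarboxylase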
# HT1080 viability: cytotoxicity in HT1080 fibrosarcoma cells, cell-based, fluorescence readout (AID 620). 0.42% of 87,000 active. HT1080 viability, fluorescence; higher % means a stronger effect. one-dose cytotoxicity, % at 10 µM; EC50 in µM for titrated hits;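 further: cells exposed to compound overnight then 4 h with Alamar Blue; 0% = vehicle DMSO and 100% = killing control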
# LYP phosphatase: LYP phosphatase inhibitors, primary screen, biochemical, DiFMUP fluorescence, recombinant catalytic domain, 10 µM (AID 606). recombinant LYP catalytic domain, DiFMUP fluorescence; higher % means a stronger effect. inhibition, % at 10 µM, or IC50 in µM where a hit was titrated. 52,000 tested, under 10 active;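 active means IC50 under 40 µM in the dose-response test; inactive means IC50 of 40 µM or more, or never dose-tested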
# Spn PMK inh: blocks S. pneumoniae phosphomevalonate kinase; purified PMK, PK/LDH-coupled NADH absorbance 340 nm; inhibition, % at 10 µM; 0.49% of 65,000 active; AID 539;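 active means top-ranked compounds by inhibition in the single 10 µM screen, taking a fixed number of the strongest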;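 further: 0% = full reaction with DMSO carrier and 100% = background rate without enzyme reaction; no value below 0 was filed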
# KRASV12 cytotoxicity: cytotoxicity in KRAS-transformed pancreatic duct cells, primary screen, cell-based, fluorescence, HTS (AID 431). HPDE-C7K KRASV12 cells, Alamar Blue viability, 48 h; higher % means a stronger effect. cytotoxicity, % at 10 µM; hits with a dose series show EC50 in µM. 1.7% of 63,000 active;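 active means compounds whose percent cytotoxicity in the single-dose primary screen, scaled between solvent and toxic-drug controls, exceeds 50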;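 further: 0% = DMSO solvent wells and 100% = doxorubicin-treated wells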
# Spn PMK inh pilot replicates: second read-out of Spn PMK inh, no call of its own (marks repeat the call); inhibition, %; measured here: pilot screen replicates
# MK inhibit pilot replicates: also measured in MK inhibit; calls as there; inhibition, %; measured here: pilot screen replicates
# DPM-DC inhibit pilot screen %: second read-out of DPM-DC inhibit, no call of its own (marks repeat the call); inhibition, %; measured here: pilot screen trials
# * = called active by the depositor; i = inactive; · = no result given. Unless noted, no stated cut-off is given here; in the data, active means cytotoxicity above about 50%; inactive means the rest.
SMILES,HPDE-C7 cytotoxicity,Bfl-1 inhibitors,MK inhibit,Alkaline phosphatase,DPM-DC inhibit,HT1080 viability,LYP phosphatase,Spn PMK inh,KRASV12 cytotoxicity,others
CCCn1c(SCC(=O)N2CCc3ccccc32)nnc1-c1ccco1,-2.4%,-8.2%,6.0,2.5%,i,-5.1%,5.5%,12.0,8.4%,
CCC(=O)Nc1c(C#N)c2nc3ccccc3nc2n1-c1ccc(C)cc1,·,-3.1%,12.0,12.7%,·,7.3%,-6.9%,8.0,·,
CCOCCCNC(=O)CCNS(=O)(=O)c1ccc(C)cc1,-13.4%,-2.2%,3.0,16.0%,i,-2.6%,7.3%,16.0,4.2%,Spn PMK inh pilot replicates=4.5;MK inhibit pilot replicates=0.0;DPM-DC inhibit pilot screen %=0.0
CCOC(=O)COc1ccc2c(c1)C(=O)CC(C)(C)O2,-13.4%,-1.9%,0.0,4.9%,·,3.5%,-0.5%,15.0,8.2%,
CCc1nc(NCC2CCCO2)c2oc3ccccc3c2n1 (stereo not drawn),-24.6%,-3.4%,11.0,12.8%,i,-0.6%,-24.4%,4.0,-29.3%,
CNC(=O)CSc1nnc(-c2cc(C)cc(C)c2)o1,-1.2%,-8.4%,5.0,-4.3%,i,-0.1%,-6.7%,0.0,2.2%,Spn PMK inh pilot replicates=2.0;MK inhibit pilot replicates=0.0;DPM-DC inhibit pilot screen %=4.0
c1ccc2c(-c3nc4ncccc4o3)cccc2c1,9.4%,0.4%,8.0,17.2%,·,-19.3%,7.4%,4.0,3.8%,
Cc1cc(C(=O)CSc2n[nH]c(N)n2)c(C)n1-c1cc(F)ccc1F,39.4%,-9.2%,3.0,-10.8%,i,4.7%,-4.7%,6.0,21.0%,
Cn1c(=O)c2c(nc(CN3CCN(c4ccc(F)cc4)CC3)n2CCN2CCOCC2)n(C)c1=O,0.5%,-7.9%,5.0,11.7%,i,21.5%,15.9%,5.0,-4.6%,
COC(=O)c1nc(C(=O)OC)c(C(=O)OC)nc1C(=O)OC,-9.1%,-6.4%,0.0,13.1%,i,4.9%,11.3%,10.0,12.5%,
Cc1cnc(NC(=O)CSc2nnc(-c3ccccc3)n2Cc2ccccc2)s1,-19.8%,-9.6%,4.0,17.9%,i,6.6%,13.8%,12.0,-9.3%,Spn PMK inh pilot replicates=0.0;MK inhibit pilot replicates=0.0;DPM-DC inhibit pilot screen %=0.0
O=C(Nc1ccc(CCC(=O)N2CCCC2)cc1)c1ncn[nH]1,-9.7%,8.7%,0.0,3.0%,i,-17.7%,·,16.0,-0.5%,
O=C(CSc1nnc(COc2ccccc2)n1Cc1ccco1)Nc1ccc2c(c1)OCCO2,-0.3%,2.2%,6.0,15.0%,i,1.2%,-4.0%,4.0,-1.6%,
N#Cc1c(NC(=O)CN2CCCCC2)sc2c1CCC2,-7.1%,7.3%,7.0,4.7%,i,·,7.7%,3.0,-7.6%,
COc1cc(OC)c(S(=O)(=O)NCc2ccco2)cc1S(=O)(=O)NCc1ccco1,2.6%,5.8%,4.0,10.1%,i,·,-3.2%,10.0,7.7%,
COc1nc(NCc2cccnc2)nc(OC)n1,9.4%,-5.8%,10.0,8.0%,i,-9.5%,·,0.0,-8.9%,
CCCCOC(=O)c1ccc(N2C(=O)CC(N3CCN(C/C=C/c4ccccc4)CC3)C2=O)cc1 (stereo not drawn),8.1%,0.1%,9.0,8.5%,i,·,6.2%,15.0,18.9%,
COc1ccccc1NC(=O)CSC1CC(=O)N(c2ccc3c(c2)OCO3)C1=O (stereo not drawn),-9.1%,1.9%,3.0,16.3%,i,8.0%,-11.5%,2.0,-3.1%,Spn PMK inh pilot replicates=0.0;MK inhibit pilot replicates=0.0;DPM-DC inhibit pilot screen %=2.0
CCn1c(SCc2ccc(C(=O)OC)o2)nc2sc3c(c2c1=O)CCCC3,1.9%,-7.1%,10.0,4.8%,i,-6.0%,-6.7%,0.0,10.6%,
CC1Cn2c(nc3sc4c(c3c2=O)CCC4)N1CCO (stereo not drawn),-9.5%,-0.3%,6.0,15.7%,i,-0.7%,-3.7%,0.0,3.1%,
COc1ccc(N2CC(C(=O)NCCc3ccc(OC)c(OC)c3)CC2=O)cc1 (stereo not drawn),-9.4%,-0.8%,4.0,10.6%,i,1.6%,·,0.0,-5.0%,
O=C(CSc1nc(-c2ccccc2)cc(=O)[nH]1)NCc1ccc2c(c1)OCO2,-10.0%,5.1%,5.0,1.1%,i,-7.6%,-2.9%,0.0,-16.9%,
CCCc1nc(NCc2ccco2)c(C#N)c2c1COC(C)(C)C2,-13.3%,-1.3%,8.0,10.0%,i,7.4%,-3.8%,0.0,1.1%,
CCCNS(=O)(=O)c1ccc(OCC(=O)NCc2ccco2)cc1,-20.6%,1.3%,2.0,12.4%,i,-6.0%,14.0%,0.0,-2.9%,Spn PMK inh pilot replicates=0.0;MK inhibit pilot replicates=0.0;DPM-DC inhibit pilot screen %=0.0
O=C(NCCCCNC(=O)c1cccnc1)c1cccnc1,-1.6%,-6.2%,4.0,10.3%,i,-3.0%,-3.1%,18.0,11.4%,Spn PMK inh pilot replicates=0.0;MK inhibit pilot replicates=1.0;DPM-DC inhibit pilot screen %=0.0
Cc1ccc(S(=O)(=O)/N=C(/Nc2nc(C)cc(C)n2)N2CCOCC2)cc1,-5.9%,1.9%,2.0,4.5%,i,-1.1%,2.1%,15.0,-13.1%,
COC(=O)c1ccc(NC(=O)CNC(=O)C2CCCCC2)cc1,-6.7%,-5.4%,5.0,10.2%,i,10.1%,-4.1%,5.0,-9.4%,
COc1ccc(OC)c(NC(=O)CSc2nnc(CNC(=O)COc3ccc(Cl)cc3)o2)c1,-8.8%,-5.2%,0.0,7.8%,i,-6.2%,3.4%,9.0,-3.0%,
CCc1ccc(N(CC(=O)NC2CCCCC2)S(=O)(=O)c2c(C)noc2C)cc1,-9.8%,3.3%,6.0,8.8%,i,-4.2%,-4.2%,0.0,6.3%,
CS(=O)(=O)N(CC(=O)N1CCOCC1)c1ccc2c3c(cccc13)CC2,-18.6%,3.3%,3.0,-3.8%,i,3.3%,-3.4%,2.0,-14.0%,

# Ordered by number of heavy atoms (low to high): part of the list above
SMILES,HPDE-C7 cytotoxicity,Bfl-1 inhibitors,MK inhibit,Alkaline phosphatase,DPM-DC inhibit,HT1080 viability,LYP phosphatase,Spn PMK inh,KRASV12 cytotoxicity,others
COc1nc(NCc2cccnc2)nc(OC)n1,9.4%,-5.8%,10.0,8.0%,i,-9.5%,·,0.0,-8.9%,
CCCc1nc(NCc2ccco2)c(C#N)c2c1COC(C)(C)C2,-13.3%,-1.3%,8.0,10.0%,i,7.4%,-3.8%,0.0,1.1%,
CS(=O)(=O)N(CC(=O)N1CCOCC1)c1ccc2c3c(cccc13)CC2,-18.6%,3.3%,3.0,-3.8%,i,3.3%,-3.4%,2.0,-14.0%,

# (listing goes on)
SMILES,HPDE-C7 cytotoxicity,Bfl-1 inhibitors,MK inhibit,Alkaline phosphatase,DPM-DC inhibit,HT1080 viability,LYP phosphatase,Spn PMK inh,KRASV12 cytotoxicity,others
CC1CCc2nc(N)c(C#N)c(-c3cccnc3)c2C1 (stereo not drawn),-14.4%,-3.2%,8.0,6.3%,i,1.1%,5.8%,0.0,-9.7%,
COc1ccc(OC)c2c1sc(=NC(=O)C(C)(C)C)n2C,-5.3%,-4.6%,6.0,15.5%,i,-5.3%,2.2%,12.0,0.7%,
COC(=O)c1sc(NC(C)=O)c(C(=O)OC)c1C,6.5%,-4.2%,1.0,4.3%,i,3.5%,-0.7%,8.0,1.2%,
COc1ccccc1C(=O)Nn1cnc2ccccc2c1=O,-11.6%,4.2%,0.0,1.8%,i,-2.9%,·,6.0,-3.7%,
O=C(COC(=O)CCCNC(=O)c1ccc(Cl)cc1)NC1CC1,·,·,0.0,·,i,-7.5%,·,11.0,·,
Cc1cc(NC(=O)c2c(-c3ccccc3Cl)noc2C)no1,-12.4%,-0.1%,7.0,11.2%,i,-6.4%,-6.0%,7.0,-10.1%,
CCOc1nc(NCc2ccco2)nc(Nc2ccc(OC)cc2)n1,-13.8%,6.7%,9.0,9.4%,i,-7.8%,5.7%,6.0,-10.1%,
COc1ccc(N(CC(=O)Nc2nccs2)S(=O)(=O)c2c(C)nn(C)c2C)cc1,3.7%,2.1%,7.0,8.8%,i,4.4%,8.0%,11.0,-2.1%,
COCCN1C(=O)C(=O)/C(=C(/O)c2cccc(OC)c2)C1c1ccco1 (stereo not drawn),-11.9%,-1.8%,8.0,2.0%,i,3.1%,-25.1%,0.0,-0.8%,
COc1cc(C2C3C(=O)N(c4ccccc4)C(=O)C3ON2c2ccccc2)ccc1O (stereo not drawn),1.6%,-4.2%,7.0,5.4%,i,-3.8%,0.3%,2.0,3.7%,
CCCC(=O)NCc1nc2ccccc2n1C,1.2%,7.0%,5.0,6.2%,i,4.2%,16.4%,1.0,-8.0%,
COC(=O)c1c(C)nn(-c2ccccc2)c1N,4.7%,1.3%,3.0,8.9%,i,3.0%,-5.5%,6.0,-4.9%,
O=C(NCCc1c[nH]c2ccccc12)c1ccc(-n2cnnn2)cc1,8.1%,1.0%,0.0,22.6%,i,-0.8%,8.5%,12.0,16.8%,
COC(=O)C1=C(C)N=C2SC(C)C(=O)N2C1c1cccs1 (stereo not drawn),1.0%,-1.4%,0.0,1.6%,i,19.0%,-0.8%,7.0,-0.9%,
c1c(C2CCCCC2)n[nH]c1CN1CCCCC1,-11.0%,-1.3%,10.0,19.8%,i,-0.8%,8.8%,9.0,-17.1%,
CCC(=O)N1c2ccccc2NC2=C(C(=O)CCC2)C1c1cccnc1 (stereo not drawn),2.0%,-1.0%,11.0,3.6%,i,-7.0%,6.3%,3.0,-2.6%,
O=C(CN1C(=O)COc2ccccc21)N1CCCc2ccccc21,-1.7%,2.2%,4.0,3.5%,i,3.7%,5.5%,15.0,9.2%,
Nc1nc(NC(=O)c2ccco2)nn1-c1ccccc1,2.0%,-8.8%,6.0,6.4%,i,1.0%,5.0%,0.0,4.5%,
CCOC(=O)Nc1ccc2c(c1)N(C(=O)CCN1CCOCC1)c1ccccc1S2=O (stereo not drawn),85.2%*,-1.5%,10.0,6.3%,i,-5.7%,4.0%,4.0,69.3%*,
O=C(COC(=O)c1ccccn1)Nc1cccc(Cl)c1Cl,-1.2%,-8.7%,0.0,15.3%,i,-2.0%,·,12.0,3.6%,
CCOC(=O)c1ccc(Nc2cc(C)nc(N3CCOCC3)n2)cc1,-3.8%,-1.1%,7.0,3.3%,i,4.1%,-0.9%,5.0,0.0%,
COc1ccc(-c2nn(C)c(=O)c3ccccc23)cc1NC(=O)Cn1nc(C)c2ccccc2c1=O,-9.3%,1.4%,7.0,1.5%,i,5.1%,6.5%,6.0,24.0%,
CCOC(=O)COc1ccc(S(=O)(=O)N2CCN(C(=O)OCC)CC2)cc1,-7.0%,-2.0%,12.0,9.3%,i,-1.7%,-3.6%,18.0,2.7%,
c1ccc(CCn2nnnc2CN2CCCc3ccccc32)cc1,-2.7%,1.7%,0.0,13.3%,i,-5.9%,12.4%,16.0,0.0%,
